# Screening data as filed in PubChem BioAssay.
# hcDAF12 agonist: H. contortus DAF-12 nuclear receptor activators, primary screen, cell-based, luminescence, HEK293, lit1-tk-luc reporter. HEK293 hcDAF-12 lit1-tk-luc reporter; 0% DMSO, 100% Δ7-dafachronic acid. activation, % at 6.8 µM. hit rate 1.4% among 370,000;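 active = activation above the mean of all tested compounds plus 3 SD, cut at about 5.5% in these data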;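 also: 100% = response to 3 µM Δ7-dafachronic acid high control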
# FXN GAA850 act: FXN promoter activators, primary screen, cell-based, luciferase luminescence, HEK293 lucGAA850 | HEK293 lucGAA850 FXN promoter luciferase reporter, 24 h; percent of 10 µM SAHA response | activation, % at 6 µM | hit rate 0.56% among 360,000;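 active = activation above the average of all compounds screened plus 3 SD, cutoff fixed separately per campaign, cut at about 7.5% in these data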;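 also: 0% = DMSO wells and 100% = 10 µM SAHA wells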
# DAX1 inh-1: DAX1 (NR0B1) inhibitors on StAR promoter, primary screen, cell-based, luminescence, SF-1 (NR5A1), full-length DAX-1 | AID 652010, 2013 | HEK293T StAR-luciferase reporter, SF-1/DAX-1 repression relief | hit rate 1.1% among 370,000 | inhibition, % at 6.8 µM;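 active = inhibition above the mean over all tested compounds plus 3 SD, cut at about 3.6% in these data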;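 also: 0% = DAX-1 cells with DMSO and 100% = cells lacking DAX-1 with DMSO; higher inhibition means more luminescence from relief of DAX-1 repression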
# DAX1 inh-2: DAX1 (NR0B1) inhibitors, primary screen, cell-based, HEK293, Gal4-DAX1, luciferase luminescence; Nuclear receptor subfamily 0 group B member 1 (Homo sapiens), P51843; inhibition, % at 6.75 µM; AID 504766, 2011; HEK293 Gal4-DAX1 luciferase reporter; hit rate 0.99% among 340,000;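 active = inhibition above the mean over all tested compounds plus 3 SD, cut at about 4.2% in these data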;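 also: 0% = DAX1-transfected cells with DMSO and 100% = empty-vector control cells with DMSO; inhibition shows as a rise in luminescence from relieved DAX1 repression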
# SMARCA2 activ: SMARCA2 (BRM) function activators, primary screen, cell-based, luminescence, high throughput | AID 652017, 2013 | activation, % at 9.1 µM | MG213 cells, MMTV-luciferase reporter, dexamethasone, overnight | hit rate 1% among 370,000; in the data active = activation above about 7.8%;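 also: 0% = vehicle wells and 100% = reference activator wells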
# GC-A act: GC-A stimulated cGMP production enhancers – HEK293 GC-A cells, cGMP TR-FRET, EC30 ANP, primary screen | activation, % at 10 µM | Atrial natriuretic peptide receptor 1 (Homo sapiens), P16066 | hit rate 0.14% among 370,000 | AID 1671463, 2021 | 0% at EC30 ANP, 100% saturating ANP; in the data active = activation above about 40%
# Target sequence (P16066 whole entry, looked up): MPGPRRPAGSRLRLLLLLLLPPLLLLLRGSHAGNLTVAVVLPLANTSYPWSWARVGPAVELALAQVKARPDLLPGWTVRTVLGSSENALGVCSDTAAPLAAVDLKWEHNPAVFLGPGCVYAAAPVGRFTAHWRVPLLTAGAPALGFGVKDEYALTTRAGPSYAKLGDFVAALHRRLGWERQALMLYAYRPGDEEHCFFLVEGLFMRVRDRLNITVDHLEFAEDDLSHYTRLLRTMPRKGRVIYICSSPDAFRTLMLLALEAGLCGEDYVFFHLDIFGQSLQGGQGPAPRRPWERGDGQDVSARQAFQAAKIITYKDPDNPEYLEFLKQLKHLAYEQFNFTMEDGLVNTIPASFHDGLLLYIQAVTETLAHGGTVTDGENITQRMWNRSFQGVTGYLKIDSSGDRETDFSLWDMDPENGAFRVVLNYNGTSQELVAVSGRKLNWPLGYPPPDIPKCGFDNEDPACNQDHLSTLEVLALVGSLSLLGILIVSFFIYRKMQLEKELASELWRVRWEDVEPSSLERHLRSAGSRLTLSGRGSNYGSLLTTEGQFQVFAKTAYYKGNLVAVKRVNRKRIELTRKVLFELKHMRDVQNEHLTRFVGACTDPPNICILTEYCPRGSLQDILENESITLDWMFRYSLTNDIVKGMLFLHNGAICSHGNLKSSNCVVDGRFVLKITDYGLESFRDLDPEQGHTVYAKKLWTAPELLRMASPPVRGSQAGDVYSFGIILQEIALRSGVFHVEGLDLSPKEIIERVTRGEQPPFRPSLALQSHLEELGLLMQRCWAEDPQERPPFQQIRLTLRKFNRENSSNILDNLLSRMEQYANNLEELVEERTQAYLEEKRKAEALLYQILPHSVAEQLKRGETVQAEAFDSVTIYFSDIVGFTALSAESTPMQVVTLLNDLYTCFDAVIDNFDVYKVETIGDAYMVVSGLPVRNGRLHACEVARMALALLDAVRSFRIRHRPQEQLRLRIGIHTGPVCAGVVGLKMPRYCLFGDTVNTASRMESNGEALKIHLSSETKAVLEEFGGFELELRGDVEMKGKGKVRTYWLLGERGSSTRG
# NPR2 activator: human GC-B receptor activators, primary screen, HEK293 GC-B cells, cGMP TR-FRET, EC30 CNP | Atrial natriuretic peptide receptor 2 (Homo sapiens), P20594 | 0% at EC30 CNP, 100% saturating CNP | activation, % at 10 µM | hit rate 0.11% among 370,000 | AID 1920062, 2024;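 active = activation at 10 µM reaching about 35% in either raw or pattern-adjusted values, limit read from the data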
# ADAM10 inh: human ADAM10 inhibitors, primary screen, biochemical, QFRET, HTS. Disintegrin and metalloproteinase domain-containing protein 10 (Homo sapiens), O14672. recombinant ADAM10, EDANS/DABCYL FRET peptide cleavage, 3 h. inhibition, % at 7 µM. hit rate 0.62% among 370,000;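 active = inhibition above a per-campaign cutoff equal to the mean of compounds falling between control-based bounds plus 3 SD, cut at about 20% in these data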;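 also: 0% = DMSO wells while the 100% control is not disclosed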
# sPLA2-III inh: human group III sPLA2 inhibitors, primary screen, biochemical, QFRET, BODIPY PC-A2 liposome substrate | QFRET BODIPY PC-A2 liposome hydrolysis, fluorescence | hit rate 0.56% among 370,000 | inhibition, % at 12.2 µM | AID 743126, 2013 | Group 3 secretory phospholipase A2 (Homo sapiens), Q9NZ20;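 active = inhibition above mean plus 3 SD of compounds lying within the high and low control bounds, cut at about 19% in these data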;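 also: 0% = median of test compound wells and 100% = no enzyme DMSO wells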
# hgDAF-12 ag: H. glycines DAF-12 receptor agonists, primary screen, cell-based, luminescence, HEK293, GAL4 fusion, UAS-luciferase | Nuclear hormone receptor DAF-12 (Heterodera glycines), GAL4 fusion | HEK293 GAL4-hgDAF12 UAS-luciferase reporter, agonist luminescence; normalized to butyrate control | activation, % at 6.8 µM | hit rate 1.8% among 370,000;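 active = activation above a cutoff set at the mean of all screened compounds plus 3 SD, cut at about 10% in these data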;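 also: 0% = DMSO wells and 100% = sodium butyrate wells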
# ssDAF12 agonist: S. stercoralis DAF-12 nuclear receptor activators, primary screen, cell-based, luminescence, HEK293, GRIP1 co-expression, lit1-tk-luc. HEK293 ssDAF-12/GRIP1 lit1-tk-luc reporter; % of 3 µM dafachronic acid response. hit rate 1% among 370,000. AID 652126, 2013. activation, % at 6.8 µM. Nuclear hormone receptor DAF-12 (Strongyloides stercoralis);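 active = activation above the mean over all tested compounds plus 3 SD, cut at about 0.9% in these data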;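 also: 0% = DMSO-only wells and 100% = 3 µM delta7-dafachronic acid wells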
# * = called active by the depositor; nt = not tested or not shown.
SMILES	hcDAF12 agonist	FXN GAA850 act	DAX1 inh-1	DAX1 inh-2	SMARCA2 activ	GC-A act	NPR2 activator	ADAM10 inh	sPLA2-III inh	hgDAF-12 ag	ssDAF12 agonist
CC(C)(C)OC(=O)C[C@@H]1C/C=C\C[C@@H](CC(=O)NCCO)C(=O)N[C@H](Cc2ccccc2)COC1=O	-1.6	-0.1	-0.5	1.7	1	2	8	-6	-3	2.8	-1.0
CN1CCC(N2CCN(C3CN(C4CCCC4)S(=O)(=O)C3)CC2)CC1 (stereo not given)	0.5	nt	1.6	nt	1	2	-5	-2	0	0.6	-0.6
Cn1nc(-c2ccc(Cl)cc2)c2cc(C(=O)NC3CC3)sc21	3.8	-1.9	0.1	-0.3	0	6	6	-44	1	2.3	0.6
O=C(O)C1CCN(S(=O)(=O)c2cccc3nonc23)CC1	-1.8	-0.8	-0.2	0.2	1	3	1	-4	6	1.8	-0.7
COc1c2occc2c(OC(C)=O)c2c(=O)cc(C)oc12	-0.1	-0.1	-0.5	-0.6	5	-4	0	3	-2	2.1	-1.4
Cc1ccc(S(=O)(=O)Nc2nc3ccccc3nc2N2CCc3ccccc3C2)cc1	6.9*	3.4	2.0	0.1	-1	1	-1	-88	8	9.8	1.4*
COc1ccc(COCC(O)CN2CCN(S(=O)(=O)c3c(F)cccc3F)CC2)cc1OC (stereo not given)	-0.5	1.4	-1.2	-1.0	2	2	3	7	0	1.1	-1.1
CCOc1ccccc1NC(=O)COC(=O)C12CC3CC(CC(O)(C3)C1)C2	0.4	0.2	0.2	1.9	-2	0	-4	-10	9	-2.7	-0.8
Cc1ccc(NC(=O)CN2C(=O)S/C(=C\c3cc(Cl)c(OCC(=O)O)c(Cl)c3)C2=O)cc1	-0.5	-0.9	-0.1	1.1	2	-4	7	12	0	-0.6	-1.1
Cc1ccc(S(=O)(=O)NC(=O)COc2ccc(Cl)cc2Cl)cc1	-0.2	1.3	-0.2	-0.3	-1	2	5	0	-15	1.9	-0.2
CCN1CCN(C(=O)c2ccc(N3CC4CC(C3)c3cccc(=O)n3C4)c(NC(=O)c3cc(OC)cc(OC)c3)c2)CC1 (stereo not given)	-1.1	-0.4	0.7	0.4	-1	3	6	-10	5	-1.2	-0.6
Cc1cc(NC(=O)CN2C(=O)NC(C)(c3ccc(Cl)cc3Cl)C2=O)no1 (stereo not given)	-0.1	0.1	1.2	1.0	-2	2	3	-20	0	2.3	-0.9
Cc1noc(C)c1COc1ccc(C(=O)NCCOc2ccccc2)cc1	-1.8	0.2	-1.7	-0.9	6	-1	1	5	-4	8.1	-0.6
Cc1ccc(S(=O)(=O)N(CC(=O)NCCC2=CCCCC2)Cc2ccccc2)cc1	-0.1	2.0	-0.2	-0.9	-3	3	4	15	-3	1.1	-1.2
O=C1NC(CCc2ccccc2)C(=O)N1CCOc1cccc(Br)c1 (stereo not given)	-0.9	-0.8	-0.2	-0.5	-2	-4	-5	12	-3	3.3	-0.6
O=C(Nc1ccccc1N1CCN(C(=O)c2ccc(Cl)cc2)CC1)c1ccc2c(c1)OCO2	-2.4	1.3	-1.8	-1.6	-3	-2	1	0	3	-1.5	-1.3
CCOC(=O)c1c(C)[nH]c(C)c1C(=O)COC(=O)CCc1ccccc1	-2.3	-1.2	-0.4	-0.2	-4	-3	0	-13	-1	0.1	-1.4
O=C1O/C(=C\c2ccccc2)c2ccccc21	3.6	2.1	0.0	0.1	-1	3	-4	-117	-1	0.5	-1.3
CCOC(=O)C1=C(C)N=c2sc(=Cc3ccc(OCC(=O)O)cc3)c(=O)n2C1c1ccc(Cl)cc1 (stereo not given)	-1.9	1.5	-1.5	nt	-2	-9	-8	-9	-23	-7.0	-0.4
N#CCC(=O)c1ccccc1Oc1ccc(Cl)cc1	-1.3	-0.4	1.2	0.2	-2	-3	-8	9	-12	-1.2	-1.3
Nc1ncc(Br)cc1S(=O)(=O)NCCC(=O)Nc1cccc(Cl)c1	2.2	0.3	0.7	-0.2	-2	-4	3	2	-59	-0.4	-0.9
COc1ccccc1C(=O)NCCN1CCN(c2ccccc2)CC1	-1.2	-0.2	0.6	-0.3	-2	-3	2	-4	19	0.2	-1.0
COc1ccc(-n2nnnc2SCC(=O)Nc2nc3c(s2)CCCC3)cc1	-1.8	-1.3	-0.5	-1.9	-10	2	-7	8	-20	-1.6	-0.9
CC(C)(N[C@@H](Cc1c[nH]c2ccccc12)C(=O)NCC(c1ccccc1)c1ccccc1)C(=O)NC1CCCCC1	-1.0	nt	nt	nt	nt	-17	-17	21*	-97	-1.4	-0.9
CCC(C)C(NC(=O)c1ccccc1NC(=O)c1ccco1)C(=O)NNC(=O)c1ccc(OC)cc1 (stereo not given)	-0.8	-2.9	0.0	-0.8	-1	-2	0	1	-11	-1.2	-1.6
O=C(Nc1ccccc1)C1=C[C@H](c2csc3ccccc23)C[C@H](OCCCCO)O1	2.2	1.9	-0.7	-0.1	0	-2	-6	17	-10	1.1	-0.3
S=C(Nc1ccc(Oc2ccccc2)cc1)Nc1cccnc1	-0.1	2.2	0.0	-0.6	-3	8	3	-12	19	2.3	0.3
CN(Cc1ccc(F)cc1)C(=O)CN1C(=O)c2ccccc2S1(=O)=O	0.5	-0.7	0.1	-0.4	7	0	0	5	-3	0.6	-0.4
CCc1noc(C)c1C(=O)NCCc1ccccc1	4.1	5.2	5.3*	0.2	1	1	4	-9	7	5.9	-0.1
O=C(CCN1N=C(c2ccccc2)CCC1=O)NCCCN1CCOCC1	-2.0	2.4	0.1	2.4	0	0	1	4	-3	1.4	-1.4

# 3 entries from above, with values under each structure:
# The line under a structure holds: hcDAF12 agonist, FXN GAA850 act, DAX1 inh-1, DAX1 inh-2, SMARCA2 activ, GC-A act, NPR2 activator, ADAM10 inh, sPLA2-III inh, hgDAF-12 ag, ssDAF12 agonist
> S=C(Nc1ccc(Oc2ccccc2)cc1)Nc1cccnc1
 : -0.1, 2.2, 0.0, -0.6, -3, 8, 3, -12, 19, 2.3, 0.3
> CN(Cc1ccc(F)cc1)C(=O)CN1C(=O)c2ccccc2S1(=O)=O
 : 0.5, -0.7, 0.1, -0.4, 7, 0, 0, 5, -3, 0.6, -0.4
> CCc1noc(C)c1C(=O)NCCc1ccccc1
 : 4.1, 5.2, 5.3*, 0.2, 1, 1, 4, -9, 7, 5.9, -0.1

# (continued)
SMILES	hcDAF12 agonist	FXN GAA850 act	DAX1 inh-1	DAX1 inh-2	SMARCA2 activ	GC-A act	NPR2 activator	ADAM10 inh	sPLA2-III inh	hgDAF-12 ag	ssDAF12 agonist
CSCCNCc1cn(-c2ccc(F)cc2F)nc1-c1ccccc1C	-1.4	-0.1	0.5	-0.8	-4	-2	-1	12	10	-0.3	-2.1
CC(c1cccnc1)N(CCN(C)C)C(=O)Nc1ccc(Cl)cc1 (stereo not given)	-1.4	0.9	0.6	0.4	-3	11	-4	-17	10	-1.2	-1.1
Nc1ncnc(N)c1NC(=O)c1cc(Cl)c(OCc2ccccc2)c(Cl)c1	0.5	0.2	0.0	0.7	-5	1	2	-11	3	-0.8	-1.4
NC(=O)c1cccnc1Sc1ccc(Cl)cc1	0.1	1.9	-0.5	0.8	-2	1	-9	6	-1	-2.5	-1.1
O=C(NCc1ccc(F)cc1)C(c1ccco1)N(C(=O)c1csnn1)C1CC1 (stereo not given)	-0.3	-0.9	0.0	-0.6	0	-4	1	3	-5	1.3	-0.8
O=C(Cn1cnc2ccccc21)N/N=C/c1ccccn1	-0.9	-1.2	-0.3	1.3	0	3	7	17	-5	0.6	-0.9
OCC1OC(C(N=Nc2ccccc2)=NNc2ccccc2)C(O)C1O (stereo not given)	3.4	nt	1.0	nt	-2	-3	5	-24	20*	2.9	-1.1
COc1cc(/C=N/NC(=O)c2cccnc2)ccc1OCC(=O)Nc1c(C)cc(C)cc1C	0.5	-0.1	0.8	-0.6	-3	-3	-6	2	8	-1.6	-1.0
CCCNC(=O)C(NS(=O)(=O)c1ccc2c(c1)c(=O)n(C)c(=O)n2C)c1ccccc1 (stereo not given)	-1.6	0.0	0.1	0.1	-6	-2	2	-8	7	-0.7	-0.7
CC1(C)CC(=O)C(=C2SCCCS2)C(=O)C1	1.8	-0.1	0.8	0.5	1	7	0	-7	4	-1.2	-1.8
COC(=O)C1CC(=O)N(CCc2c[nH]c3ccccc23)C1 (stereo not given)	3.0	4.9	0.0	0.6	-2	-1	-2	-6	-11	1.6	0.3
CS(=O)(=O)c1ccccc1C(=O)NCCC(c1ccccc1)c1ccccc1	0.6	-1.6	0.1	-0.3	-4	-2	3	-14	2	-3.0	-1.3
O=S(=O)(Nc1ccc(Cc2ccncc2)cc1)N1CCCC1	-2.4	-1.3	-0.2	-0.8	0	-1	-3	4	0	-0.3	-0.3
COc1ccc(CCNC(=O)c2c(C)nn(CC(C)C)c2Cl)cc1	-0.8	2.0	0.1	-0.2	-3	6	-4	0	0	-3.3	-0.6
COc1ccc(CNC(=O)[C@H](C)[C@@H]2C[C@@]2(C)[C@@H](NC(=O)OCc2ccccc2)c2ccccc2)cc1OC	-2.6	nt	-0.3	nt	1	-3	7	-1	0	-1.9	-1.2
O=C(CCCn1c(SCC(=O)Nc2ccccc2Cl)nc2ccccc2c1=O)NCC1CCCO1 (stereo not given)	-1.3	0.0	-0.5	-0.4	-1	-9	-1	-17	-1	1.0	-1.2
COC(=O)C1=C(C)OC(N)=C(C#N)C1c1ccc(OC)c(OC)c1OC (stereo not given)	-0.6	0.3	-0.7	0.4	-2	0	4	-9	-7	1.4	-1.1
COc1cc2cc(CN(Cc3cccs3)C(=S)Nc3ccc(C)cc3)c(=O)[nH]c2cc1OC	-3.4	-1.8	-0.7	-3.2	-3	22	2	-133	-6	5.2	-1.0
S=c1[nH]nc(COc2ccccc2)n1/N=C/C=C/c1ccco1	1.4	1.0	0.3	nt	2	-2	0	3	15	-1.5	-1.4
